# USP2a block: qHTS Assay for Inhibitors of Ubiquitin-specific Protease USP2a Using CHOP2 as the Reporter. USP2 core, Ub-CHOP2 coupled fluorogenic reporter, 485/531. Potency, µM (top dose mostly 38.3 µM), inactives show at the highest dose activity change, negative = inhibition, usual class: inhibitors. hit rate 0.01% among 330,000;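 note: potency is the fitted concentration of half-maximal effect; plate controls were DMSO wells for no effect and full inhibition by NEM control for full effect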
#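 Cell-free coupled assay: 10nM USP2 core preincubated 30min RT with compound in Tris-HCl pH 8.0/CaCl2/CHAPS buffer, then 25nM Ub-CHOP2 and 25nM reporter substrate; fluorescence (Ex 485/Em 531) read after 60min RT, normalized to NEM inhibition, concentration-response curves fitted.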
# B2AR arrestin: qHTS assay of beta-arrestin-biased ligands of beta2-adrenergic receptor; beta-arrestin recruitment to beta2AR, cell-based reporter; Potency, µM (series often up to 46.1 µM), without a hit: at the top dose activation, actives largely listed as activators; hit rate 0.02% among 330,000; AID 492947, 2010;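 note: potency is the fitted concentration of half-maximal effect; 0% = DMSO controls and full agonism = EC100 isoproterenol or metaproterenol; nearly all actives have a fitted effect of over 65% in size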
# BRCA1 expr act: qHTS Assay to Identify Small Molecule Activators of BRCA1 Expression; MCF7-BRCA1-FFLuc reporter, luminescence, 48 h; response scale: scaled: vehicle 0%, 10 µM genistein 100%; Potency, µM (series often up to 46.1 µM), for the others: top-dose activation, hits mostly activators; hit rate 1.1% among 380,000; note: potency is the fitted concentration of half-maximal effect; nearly all actives have a fitted effect of over 80% in size; some results filed as inactive show a strong effect at the top dose
#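 First, MCF7-BRCA1-FFLuc cells (2000/well) attach for 2 h; next, compounds are pin-added and incubated 48 h at 37 °C; finally, luciferase reagent is added and luminescence read after 15 min.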
# TSG101-PTAP inh: qHTS Assay for Iinhibitors of HIV-1 Budding by Blocking the Interaction of PTAP/TSG101; Tumor susceptibility gene 101 protein (Homo sapiens), Q99816; Fluorescence polarization, FITC-PTAP peptide / Tsg101 binding; Potency, µM (top dose mostly 115 µM), for the others: at the top dose activity change, negative = inhibition, actives largely listed as inhibitors; 340,000 tested, under 10 active; active = well fitted inhibition curve with a large enough effect in the main read-out, with a control signal flat, not every such curve was filed as active; inconclusive = small, poorly fitted or top-dose-only effect, or effect the other way, or a change in a side signal; inactive = no such curve, though single readings can be large or run the other way; note: potency is the fitted concentration of half-maximal effect; % of control where 0% means no effect
# Target sequence (Q99816 whole entry, looked up): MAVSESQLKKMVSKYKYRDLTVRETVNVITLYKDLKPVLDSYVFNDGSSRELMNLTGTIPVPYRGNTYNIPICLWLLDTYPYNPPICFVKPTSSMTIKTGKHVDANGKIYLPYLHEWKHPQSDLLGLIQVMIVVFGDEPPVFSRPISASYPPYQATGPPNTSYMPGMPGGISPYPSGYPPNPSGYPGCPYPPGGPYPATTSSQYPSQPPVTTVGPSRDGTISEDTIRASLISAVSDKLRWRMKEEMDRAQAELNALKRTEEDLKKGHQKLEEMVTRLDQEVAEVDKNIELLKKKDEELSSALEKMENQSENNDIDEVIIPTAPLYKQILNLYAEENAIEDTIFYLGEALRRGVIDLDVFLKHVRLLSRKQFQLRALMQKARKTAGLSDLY
#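 Fluorescence anisotropy tracks displacement of a FITC-tagged PTAP peptide (50 nM) from the Tsg101 binding domain (10 uM), following a 20 min room-temperature incubation at pH 7.5.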
# TRPV1 agonist: HTS Assay for Compounds that Act as Agonists of the Vanilloid Receptor 1; Transient receptor potential cation channel subfamily V member 1 (Homo sapiens), Q8NER1; TRPV1-expressing cells, Fluo-8 calcium influx, agonist mode; activation, % at 8.33 µM; hit rate 0.19% among 320,000; AID 540275, 2011; in the data active = activation above about 80%; inconclusive = between about 30% and that limit; note: 0% is about no effect
#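 Fluo-8 calcium influx in TRPV1-expressing cells, kinetic read (ex 480/em 520 nm). Compound added and read 3 min for agonist activity, followed by capsaicin at EC20 final and 2 min further read for enhancement.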
# uPA generation: qHTS for Inhibitors of Cell Surface uPA Generation; cell surface uPA generation assay, qHTS; Potency, µM (doses to about 38.3 µM), without a hit: at the highest dose activity change, negative = inhibition, most hits filed as inhibitors; hit rate 0.31% among 330,000; AID 540303, 2011; active = well fitted inhibition curve with a large enough effect; inconclusive = small, poorly fitted or top-dose-only effect; inactive = no such curve, though single readings can be large or run the other way; tested in mouse RAW 264.7 cells; note: potency is the fitted concentration of half-maximal effect; % is set by controls: 0 for no effect and ±100 for the full control effect; nearly all actives have a fitted effect of over 55% in size
# ELG1 genotoxic: qHTS screen for small molecules that induce genotoxicity in human embryonic kidney (HEK293T) cells expressing luciferase-tagged ELG1 | HEK293T ELG1-luciferase reporter, luminescence, 16 h | Potency, µM (titrated, usually from 46 µM), without a hit: at the highest dose activity change, positive = activation, usual class: activators | hit rate 1.3% among 330,000 | AID 504466, 2011; note: potency is the fitted concentration of half-maximal effect; % of control where 0% means no effect; nearly all actives have a fitted effect of over 60% in size
#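 Step 1: seed 2,000 HEK293T ELG1-luciferase cells per well. Step 2: add compound or DMSO, incubate 16 hr at 37 °C. Step 3: ONE-Glo, 30 min at room temperature, read luminescence.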
# S-ASM inh: Inhibitors of Secretory Acid Sphingomyelinase (S-ASM): qHTS. AID 504937, 2011. hit rate 0.006% among 340,000. placental ASM, HMU-PC fluorogenic substrate, 60 min. Potency, µM (doses to about 57.5 µM), for the others: top-dose activity change, negative = inhibition, hits mostly inhibitors. Sphingomyelin phosphodiesterase (Homo sapiens), P17405; note: potency is the fitted concentration of half-maximal effect
# Target sequence (P17405 47-631 limits assumed): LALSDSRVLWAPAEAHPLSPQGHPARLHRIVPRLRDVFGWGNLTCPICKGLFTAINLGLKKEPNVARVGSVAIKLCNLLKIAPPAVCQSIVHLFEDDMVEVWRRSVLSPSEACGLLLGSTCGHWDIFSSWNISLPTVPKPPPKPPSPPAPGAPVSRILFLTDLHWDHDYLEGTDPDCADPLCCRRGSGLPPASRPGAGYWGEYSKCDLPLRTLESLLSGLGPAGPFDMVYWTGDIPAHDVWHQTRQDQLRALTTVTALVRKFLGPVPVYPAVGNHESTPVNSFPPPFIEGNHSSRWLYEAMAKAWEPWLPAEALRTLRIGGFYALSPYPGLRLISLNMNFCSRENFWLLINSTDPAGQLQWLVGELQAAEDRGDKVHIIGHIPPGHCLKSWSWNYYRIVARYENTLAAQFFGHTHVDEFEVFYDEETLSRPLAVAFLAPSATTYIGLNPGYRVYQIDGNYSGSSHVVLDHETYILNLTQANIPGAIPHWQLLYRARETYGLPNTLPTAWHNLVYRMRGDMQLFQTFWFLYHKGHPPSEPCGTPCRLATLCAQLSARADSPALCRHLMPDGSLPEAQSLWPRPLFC
#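 qHTS format. ASM enzyme prepared from human placenta hydrolyses the fluorogenic substrate HMU-PC0 (9 uM final) over 60 min at 37 °C after a 10 min compound preincubation.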
# p53 reactivator: qHTS assay for re-activators of p53 using a Luc reporter. H1299 p53-A138V BP100-luciferase reporter, luminescence, 24 h. Potency, µM (top dose mostly 92.2 µM), inactives show top-dose activity change, positive = activation, usual class: activators. hit rate 0.063% among 320,000; note: potency is the fitted concentration of half-maximal effect; % of control where 0% means no effect; nearly all actives have a fitted effect of over 45% in size
#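 H1299 (p53-null), stable ts p53-A138V + BP100-Luc; 1000 cells/well, Opti-MEM/10% FBS; cpd 4 pt, 1:5; 24 h, 37 deg C, 5% CO2; detection reagent 10 min RT; luminescence.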
# Eya2 inh: qHTS Assay for Inhibitors of the Phosphatase Activity of Eya2. Protein phosphatase EYA2 (Homo sapiens), O00167. recombinant Eya2, OMFP fluorescence dephosphorylation (OMFP is methylfluorescein phosphate). Potency, µM (top dose mostly 76.9 µM), inactives show at the highest dose activity, negative = inhibition, hits mostly inhibitors. hit rate 0.006% among 330,000. AID 488837, 2010; note: potency is the fitted concentration of half-maximal effect; % is set by controls: 0 for no effect and ±100 for the full control effect
#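 Eya2 (0.2 uM) preincubated 10 min at ambient with compound, then OMFP substrate added at 50 uM; 10 min reaction in 50 mM HEPES pH 7.5, 50 mM NaCl, 5 uM MgCl2, 0.05% BSA, 1 mM DTT. Fluorescence read at Ex 485/Em 525 nm.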
# Integrin act MD: qHTS for Activators of Integrin-Mediated Alleviation for Muscular Dystrophy. Potency, µM (series often up to 38.3 µM), without a hit: at the top dose activation, hits mostly activators. hit rate 0.064% among 350,000. alpha7betagal myoblasts, beta-gal FDG fluorescence, 48 h;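 note: potency is the fitted concentration of half-maximal effect; 100% = response of the positive control SU9516; nearly all actives have a fitted effect of over 60% in size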
#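 Alpha7betagal+/- myoblasts (passage 13) were plated 16-24 hr, then exposed to compounds (1:260 dilution of DMSO stock) for 48 hours at 37C. After MPER lysis, β-galactosidase reporter activity was read as FDG fluorescence (ex 480/em 540) after 30 minutes.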
# * hit, by the source's call; u = inconclusive; x = no result given; [ ] = remark or other dose. Unless noted, calls come from the whole dose curve; as a rule, active = well fitted curve in the direction sought with a large enough effect; inconclusive = small, poorly fitted or top-dose-only effect, or another doubt; inactive = no such curve, though single readings can be large; an effect the other way counts as inactive or inconclusive.
SMILES,USP2a block,B2AR arrestin,BRCA1 expr act,TSG101-PTAP inh,TRPV1 agonist,uPA generation,ELG1 genotoxic,S-ASM inh,p53 reactivator,Eya2 inh,Integrin act MD
COc1ccc(-c2ccc(-c3cc(=O)oc4cc(OC)c(OC)c(OC)c34)cc2)cc1F,-2%,2.0%,5%,-1%,x,5%,4%,5%,8%,0%,3%
Cc1cccc(C)c1NC(=S)N(Cc1cccs1)C1CCCC1,0%,-0.1%,-9%,-1%,4,1%,2%,5%,2%,7%,8%
Cc1c(C#N)c(O)[nH]c(=O)c1N=Nc1ccc(S(N)(=O)=O)cc1,-4%,-0.1%,-14%,-5%,0,5%,1%,u,5%,-33%,-10%
Cc1ccc(NC(=O)Cc2ccc(-c3ccccc3)cc2)nc1,-2%,-0.9%,-3%,1%,9,1%,u,-2%,-11%,-14%,29%
CS(=O)(=O)c1ccc(Sc2nc3ccccc3s2)c([N+](=O)[O-])c1,-4%,-0.2%,-96%[inhibitor],-4%,25,-1%,18%,-1%,-33%[inhibitor],-5%,-53%[inhibitor]
CC1CCN(c2ncnc3c2cnn3-c2ccccc2)CC1,-3%,0.1%,u,-3%,25,u,1.5µM*,-5%,u,-9%,8%
CNc1ccccc1C(C)(C)c1cc(C)[nH]n1,1%,-0.1%,-3%,0%,2,8%,-2%,4%,-2%,10%,-70%[inhibitor]
Cc1cc(C(=O)N/N=C/c2cc(Br)ccc2OC(=O)c2ccccc2)n[nH]1,2%,0.0%,-76%,-2%,-6,-10%,u,3%,u,-1%,-23%
O=C(NCCCN1CCCC1=O)c1ccc2c(c1)OCO2,0%,-0.2%,32%,-3%,-1,x,u,-1%,26%,12%,0%
Cc1sc(NC(=O)c2ccccc2)c(C(=O)c2ccccc2)c1C,-1%,-0.1%,-35%,-1%,4,1%,-2%,-9%,-1%,-7%,-5%
COc1cc(-c2nnc(COC(=O)c3cc(C)no3)o2)cc(OC)c1OC,0%,0.1%,-3%,-1%,2,7%,-1%,x,7%,3%,22%
COc1ccccc1NC(=O)CCN1C(=O)c2ccccc2S1(=O)=O,1%,0.4%,0%,2%,2,1%,0%,4%,0%,4%,-31%
COc1cc(CC(=O)Nc2ccc(S(=O)(=O)N(C)C)cc2)cc(OC)c1OC,2%,-0.8%,0%,0%,1,x,4%,5%,-11%,4%,-11%
COc1ccc(Cl)cc1NC(=O)COc1cccc(-n2cnnn2)c1,0%,-0.4%,0%,-9%,1,1%,0%,-1%,-5%,-24%,17%
COc1ccccc1NC(=O)Nc1ccc(F)c(F)c1,0%,-0.3%,29%,-4%,u,-5%,1%,-5%,21%,8%,7%
COc1ccc(OCC(=O)Nc2ccccc2C(=O)Nc2ccc(C(=O)O)cc2)cc1,1%,0.1%,-14%,2%,-3,u,-1%,5%,1%,-4%,18%
COc1ccc(-n2nc(C(=O)NCC(=O)N3CCCC3)c3ccccc3c2=O)cc1,-1%,-0.2%,2%,-1%,2,-5%,3%,20%,16%,8%,34%
COc1ccccc1CN(Cc1nc2ccccc2c(=O)[nH]1)C(=O)Nc1ccccc1,1%,-0.8%,-18%,-2%,-1,-3%,0%,-6%,8%,-1%,11%
CCn1c(/C=N/Nc2ccc(C(=O)O)cc2)nc2ccccc21,6%,-0.4%,-75%,-6%,-1,-9%,1%,18%,1%,-2%,27%
C=CCn1c(Cc2c[nH]c3ccccc23)nnc1SCC(=O)NCc1ccccc1,2%,0.0%,-3%[1.84 µM],0%,-1,4%,2%,1%,1%,0%,-2%
O=C(NC(=S)NC1CCCCC1)c1ccccc1[N+](=O)[O-],2%,-0.9%,13%,0%,u,-4%,1%,-2%,u,0%,-29%
O=C(NCCCn1ccnc1)c1cc(-c2cccnc2)nc2ccc(Br)cc12,3%,-0.1%,4%,0%,6,-14%,-8%,-2%,-4%,10%,89%
Cc1ccc(C(=O)CSc2nnc(-c3cccs3)n2C)o1,-1%,-0.6%,-1%,-9%,2,-15%,9%,0%,17%,-2%,-20%
O=C(NCC1CCCO1)c1cc(-c2ccccc2F)no1 (stereo not drawn),0%,-0.3%,13µM*,-4%,1,u,u,-1%,u,8%,-6%
Nc1nc(CN2CCN(Cc3ccccc3)CC2)nc(Nc2ccccc2)n1,1%,0.3%,-15%,-1%,6,x,-3%,1%,5%,8%,-12%

# Additional results follow.
SMILES,USP2a block,B2AR arrestin,BRCA1 expr act,TSG101-PTAP inh,TRPV1 agonist,uPA generation,ELG1 genotoxic,S-ASM inh,p53 reactivator,Eya2 inh,Integrin act MD
O=C1NC(=O)C(Cc2cccc(Oc3ccccc3)c2)S1 (stereo not drawn),1%,3.1%,46%,-5%,10,1%,0%,-9%,3%,7%,u
CCN1CCN(C(c2cccs2)C(C)NC(=S)NC2CCCCC2)CC1 (stereo not drawn),-2%,-1.0%,-8%,-8%,6,-2%,2%,1%,-1%,-16%,8%
CC(C)CC(=O)NC(=S)Nc1ccccc1C(=O)Nc1ccccc1,-1%,0.0%,7%,-6%,1,3%,-5%,1%,2%,5%,-22%
CC1CCN(S(=O)(=O)N2CCC(C(=O)NC3CCCC3)CC2)CC1,-1%,0.1%,-16%,-3%,10,-9%,2%,-2%,5%,1%,-1%
CCOC(=O)C(C)Sc1ccc2nnc(CCNS(=O)(=O)c3ccccc3)n2n1 (stereo not drawn),1%,0.4%,-4%,-5%,-1,3%,1%,0%,1%,-10%,-10%
CC(=O)Nc1ccc2nc(NS(=O)(=O)c3ccc(C)cc3)sc2c1,0%,-1.0%,-3%,-1%,0,2%,5%,2%,0%,-9%,1%
COc1ccc2cnn(-c3ccc(OC(F)(F)Cl)cc3)c(=O)c2c1OC,4%,0.6%,12%,-4%,7,2%,4%,0%,0%,13%,14%
O=C(c1ccc(OC2CCN(Cc3ccccn3)CC2)cc1)N1CCCCCC1,9%,0.0%,9%,-4%,1,-2%,0%,7%,1%,3%,0%
CCOC(=O)Cc1csc(NC(=O)c2cccs2)n1,-2%,-1.7%,34%,0%,6,x,u,-4%,u,-7%,26%
N#Cc1ccc(OCC(O)CN2CCN(CC(O)COc3ccc(C#N)cc3)CC2)cc1 (stereo not drawn),1%,0.6%,-27%,0%,-1,3%,-5%,7%,2%,15%,14%
CCCC(=O)c1cc(F)c(N2CCN(S(=O)(=O)c3ccccc3)CC2)cc1C,3%,-0.3%,-59%,-2%,-2,3%,-11%,-8%,3%,-1%,-41%
C[C@H]1CCC[C@]2(O[C@H](CCO)C[C@@H](O)[C@@H]2O)O1,x,x,0%,-2%,x,-1%,x,3%,x,x,-7%
CC1CCN(C2=NC(=O)/C(=C/c3cn[nH]c3-c3ccccc3)S2)CC1,0%,0.1%,16%,0%,5,-1%,0%,-1%,4%,19%,14%
Cc1cccc(NC(=O)N2CCC(C(=O)c3ccc(F)cc3)CC2)c1,0%,0.3%,-34%,1%,u,0%,-7%,-2%[11.5 µM],-2%,-2%,-24%
Cc1ccccc1NC(=O)Cn1c(=O)n(Cc2ccccc2)c(=O)c2c(C)c(C)sc21,2%,-0.3%,4%,-1%,1,4%,1%,-1%,-12%,1%,18%
CCOC(=O)CNC(=O)/C(=C\c1ccc(F)cc1)NC(=O)c1ccccc1,0%,-0.1%,10%,-1%,-1,3%,0%,-1%,4%,3%,11%
Cc1cc([N+](=O)[O-])nn1CC(=O)Nc1cnc2ccccc2c1,-2%,-0.2%,-30%,-1%,8,6%,-11%,-3%,13%,-3%,u
O=C(O)c1ccc(CSCc2ccccc2Cl)o1,1%,-0.2%,2%,1%,-2,-5%,0%,5%,-6%,-10%,-23%
CCOCCCNC(=O)/C(C#N)=C/c1ccc(C(=O)OC)cc1,0%,-0.2%,0%,0%,-3,1%,2%,0%,0%,9%,-20%
CCCCc1c(O)nc(SCC(=O)N2CCOCC2)[nH]c1=O,0%,-0.3%,0%,-1%,0,3%,2%,-1%,12%,-8%,-3%
